Compound activity as filed in PubChem BioAssay.
MOR-DOR ag – OPRM1-OPRD1 heterodimerization agonism. cells, luminescence. 340,000 tested, 0.3% active. activation, % at 9.3 µM; in the data active = activation above about 18%;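 note: 0% = vehicle-treated cells and 100% = reference agonist; values of inactives mirror those of a sister screen read the other way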
Cardiac RTF inh – cardiac RTF calcium desensitization | P19429+P45379 | IANBD-labeled cardiac RTF, Ca2+ fluorescence | inhibition, % at 7.15 µM | 340,000 tested, 0.12% active | AID 493244;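 active = inhibition above the mean inhibition of all tested compounds plus 3 SD, cut at about 17% in these data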;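 note: assay run at fixed EC70 calcium of 1.6 mM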
cardiac RTF act – cardiac RTF calcium sensitization; activation, % at 7.2 µM; 340,000 tested, 0.24% active; P19429+P45379; IANBD-labeled TnC RTF fluorescence at EC20 calcium; 0% EC20 calcium, 100% full calcium;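 active = activation above the mean over all tested compounds plus 3 SD, cut at about 30% in these data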;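 note: rise in fluorescence read as greater calcium sensitivity of cardiac thin filaments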
Arrestin-AP2 inh – inhibitors of human beta-arrestin and AP2 interaction; FITC-arrestin peptide / GST-AP2 beads, flow cytometry; AP2 beta2 appendage carries R879A mutation; inhibition, % at 10 µM; 340,000 tested, 0.31% active;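 active = inhibition above a set limit, near 3 SD of compounds lacking own fluorescence, cut at about 54% in these data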;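 note: plate controls were DMSO wells for no effect and 5 µM unlabelled arrestin peptide for full effect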
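System: GST-AP2 R879A bound to glutathione beads, E. coli-expressed. Also added: 50 nM FITC-arrestin peptide. Schedule: compound with beads 12 min RT, then probe 1 h RT. Signal: bead flow cytometry, FITC channel. Read-out basis: percent response.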
C-LANA FP – inhibitors of KSHV LANA C-terminal domain DNA binding; MBP-C-LANA/FAM-LBS DNA binding, fluorescence polarization; inhibition, % at 9 µM; 340,000 tested, 0.078% active; AID 504423;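 active = highest replicate inhibition at or above 60% at 9 µM, even if other replicates fall short; inactive = all replicates below 60% inhibition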;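 note: 0% = neutral control wells and 100% = 4 µM acridine orange control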
MOR-DOR inv ag – inverse agonists of human mu-delta opioid receptor heterodimerization; inhibition, % at 9.3 µM; 340,000 tested, 0.21% active; P35372+P41143; cell-based MOR-DOR heterodimer luminescence, inverse agonism; in the data active = inhibition above about 22%, passing the limit was not always enough;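 note: 0% = cells with DMSO and 100% = wells without cells with DMSO; values of inactives mirror those of a sister screen read the other way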
Wnt act – activates Wnt/beta-catenin signaling in a reporter cell assay | activator, plate reader | activation, % at 9.35 µM | 300,000 tested, 1.2% active | AID 743398; in the data active = activation above about 30%, passing the limit was not always enough;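 note: 0% = neutral control wells and 100% = positive control wells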
Keap1 Nrf2 FP – inhibitors of human Keap1-Nrf2 protein-protein interaction. Keap1 Kelch-Nrf2 peptide fluorescence polarization, 1536-well. AID 504523. 340,000 tested, 0.15% active. inhibition, % at 9.4 µM. Q14145; in the data active = inhibition above about 12%;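 note: human Keap1 Kelch domain with fluorescein labeled Nrf2 9mer peptide probe; 0% = neutral control wells and 100% = peptide positive control; higher means more block of Keap1 binding to Nrf2 peptide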
Pemphigus Ab inh – human desmoglein-3 autoantibody binding inhibition | P32926 | 310,000 tested, 0.48% active | AID 588358 | DSG3-coupled beads, scFv-anti-DSG3-GFP binding, flow cytometry; stronger effect = lower value | binding (percent of control), % at 10 µM;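 active = binding more than 3 SD below its plate's average and above zero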;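 note: hits lower antibody fragment binding to DSG3; some compounds called inactive have numbers as strong as hits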
Target sequence (P32926 whole entry, looked up, the tested form may be a part): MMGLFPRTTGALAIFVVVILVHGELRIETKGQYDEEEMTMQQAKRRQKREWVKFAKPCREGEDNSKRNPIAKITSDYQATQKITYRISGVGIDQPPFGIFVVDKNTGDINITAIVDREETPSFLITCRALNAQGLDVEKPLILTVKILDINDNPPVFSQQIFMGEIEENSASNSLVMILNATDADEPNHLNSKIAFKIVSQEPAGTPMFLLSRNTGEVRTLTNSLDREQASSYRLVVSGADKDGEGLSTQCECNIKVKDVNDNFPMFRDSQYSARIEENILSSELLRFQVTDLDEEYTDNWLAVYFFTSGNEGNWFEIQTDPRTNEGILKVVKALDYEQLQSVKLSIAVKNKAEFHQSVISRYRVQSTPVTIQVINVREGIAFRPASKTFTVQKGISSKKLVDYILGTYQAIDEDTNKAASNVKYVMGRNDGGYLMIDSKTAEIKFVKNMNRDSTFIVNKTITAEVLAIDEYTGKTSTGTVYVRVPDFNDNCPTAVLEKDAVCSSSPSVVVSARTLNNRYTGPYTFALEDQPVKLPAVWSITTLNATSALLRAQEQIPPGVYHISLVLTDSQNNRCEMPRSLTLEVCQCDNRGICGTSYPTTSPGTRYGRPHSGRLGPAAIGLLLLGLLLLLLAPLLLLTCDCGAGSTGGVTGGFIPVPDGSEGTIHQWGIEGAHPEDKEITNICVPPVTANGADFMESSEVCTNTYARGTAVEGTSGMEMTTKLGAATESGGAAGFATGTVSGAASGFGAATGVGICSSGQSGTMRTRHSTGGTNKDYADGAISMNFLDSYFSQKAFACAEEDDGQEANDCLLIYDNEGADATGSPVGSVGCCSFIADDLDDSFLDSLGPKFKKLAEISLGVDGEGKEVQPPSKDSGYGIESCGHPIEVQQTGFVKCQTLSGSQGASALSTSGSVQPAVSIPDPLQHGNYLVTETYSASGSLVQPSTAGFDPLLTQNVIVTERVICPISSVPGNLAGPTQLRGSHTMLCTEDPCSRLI
V-ATPase pH – regulators of yeast V-ATPase proton transport; S. cerevisiae, pHLuorin cytosolic pH fluorescence; response, % at 10 µM; 350,000 tested, 0.37% active; in the data active = response mostly above about 7.3%, no sharp cut-off; inactive = mostly below about 5.4%; note: actives read high; inactives centre near 0; some compounds called inactive have numbers as strong as hits; reference of the scale not given here
* marks the source's active call; other numbers are inactive results; . = no result given.

SMILES | MOR-DOR ag | Cardiac RTF inh | cardiac RTF act | Arrestin-AP2 inh | C-LANA FP | MOR-DOR inv ag | Wnt act | Keap1 Nrf2 FP | Pemphigus Ab inh | V-ATPase pH
COc1ccc(NC(=O)CN(C)CC(=O)Nc2sc3c(c2C#N)CCC3)cc1 | 1.0 | -5 | -1 | -10 | -1.4 | -4 | -3 | -5 | . | 0
O=C(OCCN1C(=O)c2cccc3c(N4CCOCC4)ccc(c23)C1=O)c1ccc(Cl)cc1 | -2.8 | -21 | 21 | 11 | 39 | 13 | -3 | 4 | . | -4
CN(C)N(C(=O)c1cc(-c2cccs2)nn1-c1ccccc1)C1CCS(=O)(=O)C1 (centres undefined) | -1.8 | -14 | 1 | 33 | 0.3 | 7 | 2 | -2 | 98 | 3
Cc1ccc(/C=N\NC(=O)c2ccc3c(c2)OCO3)o1 | -2.1 | 6 | -2 | 21 | -1.1 | 11 | 18 | -3 | 102 | 0
COc1ccccc1C(=O)Nc1cccc(NC(=O)c2ccccc2OC)n1 | -1.4 | -12 | -1 | -10 | -0.1 | 7 | -1 | -8 | 95 | 3
COc1ccc(OCC(O)CNC(=O)c2ccc(OC)cc2)cc1 (centres undefined) | -2.7 | -8 | 0 | -2 | -0.4 | 13 | 3 | 2 | 94 | -1
O=C(COC(=O)C12CC3CC(CC(Br)(C3)C1)C2)Nc1ccc2[nH]c(=O)[nH]c2c1 | 2.8 | -7 | -4 | -3 | -1.1 | -19 | 2 | -2 | 107 | 1
Cc1nn(CC(=O)NC(C)c2ccccc2)c(=O)c2ccccc12 (centres undefined) | -0.7 | -6 | 5 | 4 | -0.5 | 4 | -1 | -1 | 98 | -1
O=C(CC1C(=O)NCCN1Cc1cccc(F)c1)NCCCN1CCCC1=O (centres undefined) | -1.2 | -14 | 8 | 2 | 1.1 | 7 | 1 | 2 | . | 1
O=C(COC(=O)C1CCC(=O)N1)Nc1ccc(Br)cc1 (centres undefined) | -1.5 | 9 | -6 | 7 | 1.6 | 11 | -5 | 2 | 104 | 3
N#CCC(=O)N/N=C/c1ccc(OS(=O)(=O)c2ccccc2)cc1 | -1.8 | -8 | 0 | -9 | 0.2 | 8 | -7 | 2 | 99 | 0
COc1cccc(CNC(=O)CSc2nnc3c(n2)[nH]c2ccc(C)cc23)c1 | -0.6 | -10 | 4 | 0 | -0.3 | 5 | 1 | -6 | 92 | -4
COc1ccc(C(=O)Cc2nnc(C)s2)cc1 | -4.4 | -2 | 0 | 2 | -1.1 | 27 | . | -3 | 97 | 1
COc1cc(C(=O)NCCC(=O)NCCc2ccc(Cl)cc2)cc(OC)c1OC | -2.2 | -19 | -2 | 13 | -2.2 | 13 | -8 | 0 | 100 | -1
CCCCCn1c(CN2CCN(c3cccc(Cl)c3)CC2)nc2c1c(=O)[nH]c(=O)n2C | 0.6 | 2 | -3 | 2 | 1.5 | -3 | . | -7 | 101 | 0
O=C(c1ccc(S(=O)(=O)N2CCCCC2)cc1)N1CCc2ccccc2C1 | 1.8 | -9 | -2 | 34 | -1.0 | -9 | -1 | -6 | 106 | 2
O=C(Nc1ccc(Br)cc1)C1CCC(=O)N1Cc1ccccc1Cl (centres undefined) | -3.9 | -8 | -4 | -8 | 0.2 | 16 | . | -2 | 113 | -6
CC1CCN(C(=O)Cn2cc([N+](=O)[O-])ccc2=O)c2ccccc2S1 (centres undefined) | -1.5 | 2 | -5 | -4 | -0.9 | 8 | -3 | 8 | 99 | 0
O=C(C=Cc1ccccc1Cl)c1ccccc1 | 3.3 | -3 | 0 | 0 | -0.3 | -17 | -1 | -3 | 95 | 1
COCCNC(=S)Nc1cc2oc3ccccc3c2cc1OC | -4.9 | 2 | -3 | -3 | -0.4 | 25 | 3 | 3 | 101 | -4
Cc1cc(C)n(-c2nnc(NCc3ccc(Cl)cc3)nn2)n1 | 8.9 | 1 | -7 | 7 | -0.2 | -45 | -2 | 0 | 84 | 1
COc1cccc(C(=O)Nc2cccc(-c3nc4ncccc4o3)c2C)c1 | -2.0 | 1 | 6 | 2 | -0.2 | 11 | . | -3 | 105 | 3
C=C1CCN([C@@H](C)C(=O)NCc2cc(OC)c(OC)c(OC)c2)S(=O)(=O)c2ccccc21 | -2.2 | -1 | -6 | 7 | 1.3 | 13 | -6 | 0 | 105 | -1
Cc1ccc(C)c(S(=O)(=O)N/N=C/c2cccnc2)c1 | -3.5 | 2 | -7 | -10 | 0.1 | 21 | -1 | 1 | 99 | -1
N#C/C(=C\c1ccco1)Sc1nc2ccccc2s1 | -2.0 | -1 | -4 | -6 | 0.3 | 10 | 17 | 3 | 82 | 5
CCCOc1ccccc1N/C(=N/c1nc(C)cc(C)n1)NC(=O)COc1ccc(OC)cc1 | -1.6 | 3 | 4 | -3 | 5.4 | 7 | 0 | -3 | . | 0
NC(=O)CC(NC(=O)c1ccccc1)c1ccc(N2CCCCCCC2)c([N+](=O)[O-])c1 (centres undefined) | -2.8 | -4 | 13 | 1 | 2.3 | 16 | -5 | 0 | . | -2
O=c1cc(O)n(-c2ccccc2)c(=S)[nH]1 | -3.5 | -8 | 6 | 7 | 1.0 | 19 | . | -6 | 89 | 1
COc1ccc(-c2cc(NC(=O)c3cncn3-c3ccccc3)ccc2OC)cc1 | -1.8 | -5 | -5 | 32 | -1.1 | 11 | -1 | 4 | 121 | -5
COCC(=O)NC1CCN(S(=O)(=O)c2ccc(C(=O)O)cc2)CC1 | 0.4 | -3 | 4 | 8 | 1.0 | -2 | . | -6 | 102 | -2
O=C(c1ccccc1)c1nccc2ccccc12 | -2.0 | 9 | 2 | 10 | 0.0 | 10 | -1 | 1 | 97 | -1
CC1(C)C(=O)C2(CCCCC2)C(=O)OC1C(=O)c1ccccc1 (centres undefined) | 5.1 | 4 | 0 | 33 | 0.4 | -26 | . | 2 | . | 4
COc1ccc(/C=C(\NC(=O)c2ccco2)C(=O)N2CCOCC2)cc1 | 2.1 | 1 | -6 | 6 | 2.2 | -17 | 0 | -6 | 130 | -1
CCOC(=O)c1[nH]c2ccc(OC)cc2c1N=CN(C)C | -1.0 | 3 | -6 | -4 | 2.5 | 6 | . | -1 | 98 | 0
COC(=O)c1c(NC(=O)C(C)C)sc(C(=O)N2CCOCC2)c1C | -2.3 | 8 | -7 | -1 | -0.9 | 14 | -3 | 2 | . | -2
CN(C)CCC=C1c2ccccc2CCc2ccccc21 | -2.0 | 7 | -3 | -4 | 0.3 | 11 | -18 | -1 | . | 6
COCCOC(=O)CC1=NC(=O)CS1 | -1.9 | 5 | -1 | 9 | 1.5 | 8 | . | -4 | 108 | -2
CCOC(=O)N1CCC(n2c(SCC(=O)NCc3ccccc3)nc3ccccc3c2=O)CC1 | -1.2 | -7 | 5 | 4 | -0.9 | 6 | . | 0 | . | -4
O=C(NNC(=O)c1cc(-c2ccccc2)n(-c2ccccc2)n1)c1cccc([N+](=O)[O-])c1 | -0.3 | -9 | -1 | -1 | -2.5 | 2 | . | -7 | 107 | -1
COc1cc([N+](=O)[O-])ccc1NC(=O)COC(=O)CCOc1ccc(C)cc1 | -1.3 | -3 | -2 | -4 | -2.7 | 5 | 0 | -1 | . | -1

A second format for some results above.
COC(=O)c1c(NC(=O)C(C)C)sc(C(=O)N2CCOCC2)c1C
  MOR-DOR ag: -2.3	Cardiac RTF inh: 8	cardiac RTF act: -7	Arrestin-AP2 inh: -1	C-LANA FP: -0.9	MOR-DOR inv ag: 14	Wnt act: -3	Keap1 Nrf2 FP: 2	Pemphigus Ab inh: .	V-ATPase pH: -2

Cc1ccc(C)c(S(=O)(=O)N/N=C/c2cccnc2)c1
  MOR-DOR ag: -3.5	Cardiac RTF inh: 2	cardiac RTF act: -7	Arrestin-AP2 inh: -10	C-LANA FP: 0.1	MOR-DOR inv ag: 21	Wnt act: -1	Keap1 Nrf2 FP: 1	Pemphigus Ab inh: 99	V-ATPase pH: -1

O=C(NNC(=O)c1cc(-c2ccccc2)n(-c2ccccc2)n1)c1cccc([N+](=O)[O-])c1
  MOR-DOR ag: -0.3	Cardiac RTF inh: -9	cardiac RTF act: -1	Arrestin-AP2 inh: -1	C-LANA FP: -2.5	MOR-DOR inv ag: 2	Wnt act: .	Keap1 Nrf2 FP: -7	Pemphigus Ab inh: 107	V-ATPase pH: -1

CC1(C)C(=O)C2(CCCCC2)C(=O)OC1C(=O)c1ccccc1 (centres undefined)
  MOR-DOR ag: 5.1	Cardiac RTF inh: 4	cardiac RTF act: 0	Arrestin-AP2 inh: 33	C-LANA FP: 0.4	MOR-DOR inv ag: -26	Wnt act: .	Keap1 Nrf2 FP: 2	Pemphigus Ab inh: .	V-ATPase pH: 4

Continued:
SMILES | MOR-DOR ag | Cardiac RTF inh | cardiac RTF act | Arrestin-AP2 inh | C-LANA FP | MOR-DOR inv ag | Wnt act | Keap1 Nrf2 FP | Pemphigus Ab inh | V-ATPase pH
CCCC(C)C(=O)Nc1cc([N+](=O)[O-])ccc1F (centres undefined) | -0.4 | -2 | 5 | 22 | 2.4 | 2 | -1 | -3 | 100 | -2
COCCn1c(N)c(Sc2ccc(C)cc2)c(=O)[nH]c1=O | -1.2 | -8 | -7 | -7 | -0.8 | 8 | 1 | -5 | 101 | 10
O=C(CSc1ccc2ccccc2c1)NC1CCCc2ccccc21 (centres undefined) | -0.9 | -5 | 2 | 10 | 0.4 | 5 | -7 | -1 | 94 | 2
CN1CCN(c2nc(C(N)=O)cc(-c3ccccc3)n2)CC1 | -0.8 | -5 | -4 | 2 | -1.1 | 5 | . | -5 | 101 | -1
COc1ccccc1CC(=O)c1ccccc1OC | -3.3 | 3 | 8 | 12 | 0.1 | 17 | 1 | -5 | 96 | 0
Cc1ccccc1OCCNc1cc(N2CCCCC2)ccc1[N+](=O)[O-] | -0.5 | -3 | 6 | -7 | 0.9 | 3 | 8 | -3 | 102 | -2
CCOc1ccc2nc(NC(=O)c3cnccn3)sc2c1 | 0.1 | -6 | -4 | 13 | 0.0 | 0 | 8 | -4 | 106 | 1
O=C(O)c1cc2nc(-c3ccccc3)cc(-c3ccccc3)n2n1 | -0.2 | -7 | 0 | 68* | -0.9 | 1 | 7 | 0 | 94 | 3
CCOC(=O)c1cccc(NC(=O)COc2ccc([N+](=O)[O-])cc2)c1 | 1.8 | 7 | 0 | 22 | -0.4 | -11 | 8 | 5 | 85 | -1
COc1ccc(-c2nnc3n2N=C(C)CS3)cc1 | -0.6 | -4 | 5 | -9 | -0.6 | 3 | 5 | -3 | 104 | 0
O=C(COC(=O)CNC(=O)C12CC3CC(CC(C3)C1)C2)Nc1ccccc1 | 1.1 | -3 | 2 | -1 | 2.0 | -6 | . | 2 | 97 | 3
Cc1ccc(NC(=O)NCCSc2ccc(C)cc2)cc1 | 8.2 | -1 | 5 | 7 | 1.0 | -41 | -4 | -2 | 97 | 6
